From PubChem BioAssay
IP6K1 inh = inhibitors of human IP6K1 | Q92551 | IP6K1 kinase, ADP-Glo luminescence, 2 h; stronger effect = lower value | activity change, % (series mostly up to about 58 µM) | actives 0.81% (n = 140,000) | AID 1645851; in the data active means activity change below about -25%
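ADP-Glo luminescence measures ADP made by human IP6K1 during a 2 h RT reaction with ATP/IP6 (mix at 1.3 mM/130 uM); top library doses 57.5 and 19.1 uM final.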
Luciferase inh = inhibitors of firefly (Photinus pyralis) luciferase | Potency, µM (top dose mostly 115 µM), for inactives: top-dose activity change, negative = inhibition, most hits filed as inhibitors | purified P. pyralis luciferase, luminescence, biochemical | P08659 | actives 2.5% (n = 76,000) | AID 1347043; further: potency means the concentration at half of the fitted maximal effect; nearly all actives have a fitted effect of over 65% in size
Target sequence (P08659 whole entry, looked up): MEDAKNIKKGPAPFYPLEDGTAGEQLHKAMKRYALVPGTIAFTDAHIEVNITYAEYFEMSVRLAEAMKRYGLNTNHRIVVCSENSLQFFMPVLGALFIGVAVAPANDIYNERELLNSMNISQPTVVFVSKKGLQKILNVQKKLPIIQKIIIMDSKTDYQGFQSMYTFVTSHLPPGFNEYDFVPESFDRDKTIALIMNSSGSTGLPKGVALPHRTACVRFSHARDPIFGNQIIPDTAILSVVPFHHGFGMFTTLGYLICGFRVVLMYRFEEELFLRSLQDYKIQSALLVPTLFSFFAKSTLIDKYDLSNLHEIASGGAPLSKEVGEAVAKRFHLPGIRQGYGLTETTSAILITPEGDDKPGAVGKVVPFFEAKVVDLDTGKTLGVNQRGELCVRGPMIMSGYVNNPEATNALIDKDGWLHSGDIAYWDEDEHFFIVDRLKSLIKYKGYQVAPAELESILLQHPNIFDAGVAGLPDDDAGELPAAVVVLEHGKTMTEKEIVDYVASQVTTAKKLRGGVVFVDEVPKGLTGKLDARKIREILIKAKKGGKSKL
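Luminescence read by CCD imager after adding enzyme (10nM final) to wells holding compound, titrated in qHTS. Substrates 10uM each D-luciferin and ATP; buffer 50mM Tris acetate pH 7.5, 10mM Mg acetate, Tween-20, BSA.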
SNCA viab count = counter-screen for SNCA expression inhibitors: cell viability; HEK-293-SNCA-luc viability, GF-AFC fluorescence, 24 h; actives 0.12% (n = 150,000); Potency, µM (highest dose often 57.1 µM), for the others: top-dose activity change, negative = cytotoxicity, hits mostly cytotoxic; AID 1671193;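 further: potency means the concentration at half of the fitted maximal effect; 0% = DMSO-treated cells and -100% = medium-only wells without cells; nearly all actives have a fitted effect of over 30% in size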
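Cytotoxicity counterscreen: after 24 h compound treatment of genome-edited SNCA-luciferase HEK-293 cells, live-cell protease substrate GF-AFC read by fluorescence after 30 min; activity scaled between DMSO (0%) and medium-only (-100%), curves Hill-fitted.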
SNCA expr inh = SNCA gene expression inhibition | HEK-293 SNCA-luciferase knock-in, luminescence, 24 h | Potency, µM (doses to about 57.2 µM), for inactives: at the highest dose activity change, negative = inhibition, usual class: inhibitors | actives 0.17% (n = 140,000);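 further: potency means the concentration at half of the fitted maximal effect; plate controls were DMSO cells for no effect and cell-free wells for full effect; nearly all actives have a fitted effect of over 45% in size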
GPT2 inh = blocks human glutamate pyruvate transaminase 2; Q8TD30; Recombinant GPT2, coupled pyruvate oxidase/HRP Amplex Red fluorescence; Potency, µM (doses to about 57.7 µM), inactives show at the top dose activity change, negative = inhibition, actives largely listed as inhibitors; actives 0.25% (n = 100,000); AID 1671188; further: potency means the concentration at half of the fitted maximal effect; nearly all actives have a fitted effect of over 60% in size; many of its hits are not listed in these tables
Target sequence (Q8TD30 whole entry, looked up): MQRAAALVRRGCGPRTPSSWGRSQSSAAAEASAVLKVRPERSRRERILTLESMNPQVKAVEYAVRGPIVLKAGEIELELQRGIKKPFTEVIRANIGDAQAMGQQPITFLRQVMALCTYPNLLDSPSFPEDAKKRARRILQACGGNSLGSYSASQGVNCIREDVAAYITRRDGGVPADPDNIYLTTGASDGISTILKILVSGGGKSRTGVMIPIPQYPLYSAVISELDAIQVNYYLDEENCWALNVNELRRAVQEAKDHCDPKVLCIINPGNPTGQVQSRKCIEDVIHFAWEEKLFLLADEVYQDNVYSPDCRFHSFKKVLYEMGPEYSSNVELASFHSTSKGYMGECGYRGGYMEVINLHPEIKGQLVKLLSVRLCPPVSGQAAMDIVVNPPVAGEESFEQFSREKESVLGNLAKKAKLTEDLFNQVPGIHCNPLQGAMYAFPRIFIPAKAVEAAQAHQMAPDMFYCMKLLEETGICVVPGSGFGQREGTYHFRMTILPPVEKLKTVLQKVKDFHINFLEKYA
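Fluorescence of coupled pyruvate oxidase/HRP/Amplex Red system (50uM Amplex, 30 min, dark) reports pyruvate formed by GPT2. Enzyme reaction: 10ng/uL GPT2, 2mM L-alanine, 250uM a-KG, 30 min room temperature, pH 7.5; 50uM AOA control.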
3T3 cytotox = cytotoxic compounds in NIH 3T3 cells | actives 4.3% (n = 94,000) | Potency, µM (highest dose often 96.7 µM), for inactives: at the highest dose activity change, negative = cytotoxicity, actives largely listed as inhibitors | NIH 3T3 viability, CellTiter-Glo ATP luminescence, 48-72 h | AID 1345082; further: potency means the concentration at half of the fitted maximal effect; nearly all actives have a fitted effect of over 55% in size
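Viability of NIH 3T3 cells after 48 or 72 hr compound treatment at 37 °C was assessed by CellTiter-Glo, with luminescence imaged following a 10 min room-temperature step.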
HEK293 tox = HEK 293 cell cytotoxicity. HEK 293 viability, ATP luminescence (CellTiter-Glo), 48-72 h. Potency, µM (top dose mostly 115 µM), for inactives: at the top dose activity change, negative = cytotoxicity, most hits filed as inhibitors. actives 6.6% (n = 94,000). AID 1345083; further: potency means the concentration at half of the fitted maximal effect; nearly all actives have a fitted effect of over 60% in size
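Pintool-delivered compounds were incubated with HEK 293 cells (250 cells/well) at 37 degree Celsius for 48 or 72 hr. ATP-dependent luminescence (CellTiter-Glo) then reported remaining viable cells.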
Starred values were filed as active, the others as inactive; i = inactive; ? = inconclusive; · = not tested or not shown; [ ] = another dose, or the depositor's remark. Unless noted, the call rests on the fitted dose curve; in most records, active means well fitted curve in the direction sought with a large enough effect; inconclusive means small, poorly fitted or top-dose-only effect, or another doubt; inactive means no such curve, though single readings can be large; an effect the other way counts as inactive or inconclusive. Unless noted, on the % scale 0 is the no-effect control and ±100 the full control effect. Only part of the results is shown, so the mix of outcomes need not match the whole.

SMILES	IP6K1 inh	Luciferase inh	SNCA viab count	SNCA expr inh	GPT2 inh	3T3 cytotox	HEK293 tox
Cc1ccc(OCC(=O)NCCC2CCN(C(=O)Nc3ccccc3C)CC2)cc1	-5.5	-2.7%	-6.9%	0.5%	i	-6.8%	-9.5%
O=C(c1cccc(F)c1)N1CCC(N2C(=O)C(O)C23CCCCC3)CC1 (stereo not drawn)	-2.2	-1.3%	-6.0%	-4.6%	i	-5.3%	-11.0%
CC1CCCCN1C(=O)CSc1nc2ccccc2nc1Cc1ccccc1 (stereo not drawn)	4.2	·	?	?	·	·	·
COc1ccc(N2CCN(c3ncnc4c3nc3n4CCCCC3)CC2)cc1	12.6	·	-2.6%	2.7%	·	·	·
Cn1ccc(Nc2cc3c(cn2)CN(CCc2ccccc2)CCN3)n1	-19.7	3.4%[172 µM]	?	?	0.5%[88.5 µM]	79.4µM*	?
O=C(c1ccc2c(c1)N(Cc1ccc(Cl)cc1)C(=O)c1ccccc1S2(=O)=O)N1CCc2ccccc21	39.2	·	4.5%	18.2%	·	·	·
COc1ccc(-c2nccn2C2CCC(N)CC2)c(Cl)c1OC (stereo not drawn)	14.5	3.4%	-7.9%	-25.7%	i	-2.2%	-0.4%
Cc1nn(C)c(C)c1S(=O)(=O)N1CCC(c2noc(C3CC3)n2)C1 (stereo not drawn)	-0.3	-1.5%	-0.1%	1.2%	i	-24.3%	-24.1%
CCOC(=O)C1(Cc2ccc(F)cc2)CCCN(C(=O)c2cc3nc(C)cc(C)n3n2)C1 (stereo not drawn)	6.2	?	-4.1%	71.9%[activator]	i	-16.9%	-24.4%
COC(=O)C1=C(C)N=C2SC=C(CC(=O)NCCC(C)C)N2C1c1ccsc1 (stereo not drawn)	2.1	-1.7%	1.2%	11.2%	i	-25.0%	?
CCCC(=O)N1CC2(CCCN2CC2CC2)Cc2ccccc21 (stereo not drawn)	-10.9	·	-5.7%	-25.9%	i	?	?
N#C/C(=C\c1ccc(-c2ccccc2C(=O)O)o1)c1nc2ccccc2[nH]1	1.4	·	?	?	·	·	·
Cc1ccc(C(=O)NCC2Cn3cccc3C(=O)N2CC(C)C)cn1 (stereo not drawn)	12.3	3.0%	-4.6%	-22.4%	-17.1%	-7.6%	-8.0%
OC[C@@]1(O)CO[C@H](OC[C@H]2O[C@@H](OC(CCCCc3ccc(O)cc3)CCc3ccc(O)cc3)[C@H](O[C@H]3OC[C@](O)(CO)[C@H]3O)[C@@H](O)[C@@H]2O)[C@@H]1O (stereo partly drawn)	-5.2	·	-5.0%[23.9 µM]	·	-4.1%[17.1 µM]	·	·
O=C1COc2cc(S(=O)(=O)NCc3ccco3)c(Cl)cc2N1	-5.0	·	2.1%	-15.3%	·	·	·
COc1ccc(F)cc1-c1ncc2c(n1)OCCN(c1cccc(C(F)(F)F)c1)C2=O	-6.2	-26.5%[172 µM]	-9.4%[87.6 µM]	?	0.1%[88.5 µM]	35.5µM*	?
COc1ccc(CC(=O)N2CCC3(CC2)CC(=O)N(c2ccccc2)c2ccccc2O3)cc1	6.7	-1.8%	-1.3%	-26.7%	2.0%	-20.5%	?
COc1cccc([S+](=O)([O-])N2CCC3(C2)C(=NC2CCCC2)NC(=O)N3c2cc(F)cc(F)c2)c1 (stereo not drawn)	-0.5	·	-15.5%	34.6%	0.9%	?	-14.9%
O=C1NCc2ccccc2CC12CCCCN2Cc1ccc(Cl)s1 (stereo not drawn)	16.5	·	5.6%	-0.2%	?	-21.0%	-23.5%
O=C(NCc1ccc(-c2ccccc2)cc1)[C@H]1CCC[C@H](O)C1	14.4	?	1.7%	22.8%	-5.9%	?	?
COc1ccccc1N1CCN(S(=O)(=O)CCNC(=O)C(c2ccccc2)c2ccccc2)CC1	16.0	·	-6.8%	-0.7%	·	·	·
COc1ccc(NC(=O)CSC2=Nc3ccccc3C3=NC(CC(=O)NCc4ccccc4OC)C(=O)N23)cc1Cl (stereo not drawn)	-9.4	·	?	4.0%	·	·	·
CCc1cccc(C)c1NC(=O)CN1C(=O)c2ccccc2Sc2ncccc21	13.4	·	-15.0%	-7.8%	·	·	·
Cc1ccc2c(C(=O)N3CCN(C4CCCCC4)CC3)cc(NC(=O)C3CCC3)cc2n1	6.9	4.6%	-2.8%	-15.7%	i	?	?
O=C(c1ccc(C(F)(F)F)cc1)N1CCC2(CNc3ccccc3[S+](=O)([O-])N2)C1 (stereo not drawn)	14.0	-9.1%	?	10.1%	i	?	?

Exported with values under each structure: 2 of the compounds above
Values run as follows: IP6K1 inh, Luciferase inh, SNCA viab count, SNCA expr inh, GPT2 inh, 3T3 cytotox, HEK293 tox
- O=C1NCc2ccccc2CC12CCCCN2Cc1ccc(Cl)s1 (stereo not drawn)
    16.5, ·, 5.6%, -0.2%, ?, -21.0%, -23.5%
- OC[C@@]1(O)CO[C@H](OC[C@H]2O[C@@H](OC(CCCCc3ccc(O)cc3)CCc3ccc(O)cc3)[C@H](O[C@H]3OC[C@](O)(CO)[C@H]3O)[C@@H](O)[C@@H]2O)[C@@H]1O (stereo partly drawn)
    -5.2, ·, -5.0%[23.9 µM], ·, -4.1%[17.1 µM], ·, ·

Going on with the list:
SMILES	IP6K1 inh	Luciferase inh	SNCA viab count	SNCA expr inh	GPT2 inh	3T3 cytotox	HEK293 tox
CCOC(=O)N1CCc2c(sc(NCc3cccc(F)c3)c2C(=O)Nc2ccc(OC)cc2)C1	-11.0	·	-16.5%	-18.3%	·	·	·
COc1ccc(-c2cc3nc4c(c(=O)n3[nH]2)CN(C(=O)CCc2ccccc2)CC4)cc1	0.0	-14.3%	2.9%	-24.1%	-5.3%	4.5%	4.5%
COc1ccc(-c2cc(N3CCC(NC(=O)COc4cccc(C)c4)CC3)n[nH]2)cc1	14.0	-0.2%	-18.4%	1.0%	i	39.8µM*	?
O=C(c1n[nH]c(=O)c2ccccc12)N1CCCC1c1nc(CCOc2ccc(F)cc2)no1 (stereo not drawn)	5.9	-4.9%	-25.4%	?	i	-29.6%	?
Cc1ccc(S(=O)(=O)N2CCCC(Cn3c(C)nc4cccnc43)C2)cc1Cl (stereo not drawn)	-4.6	-0.8%	-11.0%	-2.0%	i	?	?
COc1ccccc1C(=O)NC1CCN(c2ccc3nnc(C4CC4)n3n2)C1 (stereo not drawn)	10.1	·	·	·	·	-14.0%	?
CNC(=O)c1ccn2cncc2c1	1.9	-6.6%[230 µM]	6.4%[87.6 µM]	0.6%[87.6 µM]	i	i	i
CCOc1ccc(CNS(=O)(=O)c2cc3c(cc2C)NC(=O)CO3)cc1	-6.7	·	-11.6%	-10.2%	·	·	·
C=C1C[C@@]23CC[C@H]4[C@@](C)(CCC[C@@]4(C)C(=O)O)[C@@H]2CC[C@]1(O)C3	·	·	1.7%	29.2%	-7.0%	·	·
CCCCC12CN3CC(C)(CN(C1)C3c1cc(Br)ccc1O)C2=O (stereo not drawn)	-2.2	·	3.2%	0.9%	·	·	·
CN(Cc1nc(-c2ccccc2)cs1)C(=O)c1cccc(-n2cnnc2)c1	0.9	1.2%	-0.1%	-16.6%	i	?	?
O=C(Cn1nc(-c2cccs2)ccc1=O)NC1CCCc2c1[nH]c1ccccc21 (stereo not drawn)	3.5	-13.0%	0.7%	0.9%	i	-20.4%	?
CC1=C[C@@H](CNC(=O)c2cncnc2)[C@H](C(C)C)C[C@H]1Cc1nnc(-c2ccccc2F)o1	-1.1	-6.0%	?	-15.9%	i	?	?
CCCCc1nn2c(=O)cc(COC(=O)c3cccc(Cl)c3)nc2s1	0.0	·	-0.9%	-25.1%	·	·	·
Cc1nc2n(c1C(=O)Nc1cccc(Cl)c1C)CCC(Nc1ccc(F)cc1)C2 (stereo not drawn)	8.2	0.3%[172 µM]	-22.9%[87.6 µM]	-19.5%[87.6 µM]	0.9%[88.5 µM]	?	89.1µM*
O=C1Cc2c(-c3ccccc3Oc3ccccc3)n[nH]c2CN1CC1CCOCC1	1.7	-2.0%[172 µM]	4.2%[87.6 µM]	-1.9%[87.6 µM]	-7.5%[88.5 µM]	?	-25.9%[172 µM]
CCC(=O)N1CCc2cc(Br)cc(S(=O)(=O)N3CCCC(C(=O)N(C)c4ccc(Br)cc4)C3)c21 (stereo not drawn)	-17.0	·	21.9%	?	·	·	·
CCOC(=O)c1sc2ccccc2c1S(=O)(=O)NCc1ccccc1OC	-10.1	·	-5.9%	-14.2%	·	·	·
O=C1CC(c2ccccc2)N(Cc2ccc(F)cc2F)CCCCCCN1 (stereo not drawn)	13.0	-15.0%	0.3%	0.2%	?	?	?
COC(=O)CNC(=O)N1CCCCCCN(C)C(=O)[C@@H]2CCC[C@@H]21	-3.6	4.9%	0.2%	3.9%	3.7%	-15.8%	-1.5%
O=C(Nc1ccccc1)c1cnc2c(c1)N([S+](=O)([O-])c1cccnc1)CCC2	18.1	-2.5%[172 µM]	-0.7%[87.6 µM]	4.2%[87.6 µM]	?	?	?
Cc1ncsc1C1N(C2CCN(C(=O)c3ccco3)CC2)C(=O)C12CCCC2 (stereo not drawn)	-5.1	·	-6.7%	18.9%	-2.4%	-15.4%	-22.0%
O=C(CCCn1cncn1)N1C[C@H](CO)C[C@H](CN2CCOCC2)C1	1.2	-4.3%	4.0%	3.2%	-29.6%	i	0.2%
Cn1nnc2c(NCc3ccccc3)ncnc21	1.0	·	-12.2%	7.0%	·	·	·
O=C(CSc1nc(-c2ccc(F)cc2)cc(C(F)(F)F)n1)NCCc1ccccc1	11.3	·	-24.6%	-1.6%	·	·	·

Further entries follow.
SMILES	IP6K1 inh	Luciferase inh	SNCA viab count	SNCA expr inh	GPT2 inh	3T3 cytotox	HEK293 tox
COc1ccc(CC(=O)NC2CCN(c3cn[nH]c(=O)c3)CC2)cc1	0.0	-3.0%	1.6%	10.9%	i	-10.9%	4.9%
CC(=O)c1cccc(S(=O)(=O)N2CCN(c3ccccc3F)CC2)c1	7.8	·	5.8%	9.8%	·	·	·
C=CCn1cc2c3c(cccc31)[C@H](CC(C)C)N[C@H](C(=O)NCc1ccc(F)cc1)C2	0.7	7.4%[172 µM]	-7.3%[87.6 µM]	?	?	?	?
COc1cccc(-n2c(SCc3ccc(F)cc3)nc3c([nH]c4ccccc43)c2=O)c1	-5.6	·	4.9%	-15.5%	·	·	·
Cc1cc(NC(=O)CN2C(=O)C(C)(C)c3ccccc32)ccc1Br	26.3	·	-0.2%	-11.6%	·	·	·
O=C(Cn1ncc2c3ccccc3n(Cc3cccc(Cl)c3)c2c1=O)N1CCCCC1	-0.2	·	?	?	·	·	·
COc1ccc(NC(=O)N2CCc3nc4cc(-c5ccccc5)[nH]n4c(=O)c3C2)c(C)c1	0.0	?	-10.7%	-17.7%	?	3.6%	1.3%
COC(=O)c1ccc(NC(=O)CCn2cnnn2)c(C)c1	5.6	·	10.9%	9.3%	·	·	·
CCC(=O)N1c2ccc(S(=O)(=O)NCCc3ccccc3)cc2CC1C (stereo not drawn)	-15.5	·	11.7%	19.1%	·	·	·
